phage Ecoli inh: E. coli growth loss with phage present | 360,000 compounds, 0.26% hits | inhibition, % at 11.9 µM | growth absorbance; in the data active means inhibition above about 11%
PKA-R1A act: PKA-R1A complex activation; 340,000 compounds, 0.083% hits; P00514+P68181; activation, % at 11.4 µM; PKA-R1A dissociation, Cy5-IP20 fluorescence polarization; scaled: DMSO 0%, 113 µM cGMP 100%;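 active means percent activation above the mean of all tested compounds plus 3 SD, cut at about 19% in these data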;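 further: higher means more PKAc released from R1A so a rise in polarization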
AddAB inh: less growth of phage-infected E. coli with AddAB | inhibition, % at 11.9 µM | AID 435030 | E. coli expressing H. pylori AddAB, absorbance growth | 330,000 compounds, 0.29% hits; in the data active means inhibition above about 12%;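 further: 0% = vehicle wells of infected cells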
MOR-DOR ag: agonists of human mu-delta opioid receptor heterodimerization. AID 504326. P35372+P41143. 340,000 compounds, 0.3% hits. activation, % at 9.3 µM. cells, OPRM1-OPRD1 heterodimerization, luminescence; in the data active means activation above about 18%;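 further: 0% = vehicle-treated cells and 100% = reference agonist; values of inactives mirror those of a sister screen read the other way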
PfHsp90 set2: growth inhibition of yeast expressing Plasmodium Hsp90 | S. cerevisiae expressing PfHsp90, BacTiter-Glo ATP, 48 h; yeast lacking PDR1 and PDR3 efflux regulators | inhibition, % at 9.4 µM | 310,000 compounds, 0.32% hits;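 active means every replicate shows inhibition above about 80%, whatever the replicate mean, limit read from the data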;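 further: 0% = DMSO neutral controls and 100% = 20 µM radicicol positive controls; yeast relying on Plasmodium falciparum Hsp90 in place of its own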
Tat transport: E. coli Tat transport inhibition; 340,000 compounds, 0.036% hits; inhibition, % at 10 µM; E. coli MC4100 TorA-mCherry Tat export, fluorescence;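 active means mean replicate inhibition at least 50% and at least half of replicates individually reaching 50%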;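 further: exported cargo escapes ClpAP degradation while cytoplasmic cargo is degraded and loses fluorescence; 0% = median of neutral control wells and 100% = median of NaSCN control wells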
E coli growth: counter-screen for AddAB inhibitors: E. coli growth inhibition; E. coli V3065 growth, OD600 absorbance, 18 h; inhibition, % at 11.9 µM; AID 449728; 330,000 compounds, 0.27% hits;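 active means inhibition above the campaign's mean inhibition across all tested compounds plus 3 SD, cut at about 9.9% in these data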;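 further: uninfected addAB+ strain grown without phage in ampicillin broth; 0% = DMSO wells and 100% = ciprofloxacin 0.95 µg/ml wells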
PKA-R2B act: activates the human PKA-R2B holoenzyme complex; 340,000 compounds, 0.079% hits; activation, % at 11.4 µM; P22694+P31323; AID 504700; PKA-R2B holoenzyme dissociation, Cy5-IP20 fluorescence polarization; R2B truncated from residue 108, S112A mutant; 0% DMSO only, 100% 113 µM cGMP;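 active means activation above a cutoff set at the mean over all compounds plus 3 SD, cut at about 18% in these data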;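 further: higher means more holoenzyme dissociation and a rise in polarization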
Target sequence (P31323 whole entry, looked up, other chains not shown, the tested form may be a part): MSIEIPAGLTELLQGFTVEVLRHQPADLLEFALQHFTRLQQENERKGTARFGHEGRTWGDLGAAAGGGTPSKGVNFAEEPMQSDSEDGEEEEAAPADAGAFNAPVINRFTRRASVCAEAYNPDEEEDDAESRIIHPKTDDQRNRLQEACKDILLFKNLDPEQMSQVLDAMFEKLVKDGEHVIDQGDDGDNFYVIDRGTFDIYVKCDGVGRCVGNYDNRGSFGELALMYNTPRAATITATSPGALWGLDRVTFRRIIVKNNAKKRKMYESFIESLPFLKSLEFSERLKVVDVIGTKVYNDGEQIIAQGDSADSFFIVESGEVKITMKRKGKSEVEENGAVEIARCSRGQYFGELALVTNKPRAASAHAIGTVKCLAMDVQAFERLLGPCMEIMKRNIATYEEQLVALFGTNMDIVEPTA
SUMO Mot1 rescue: inhibitors of SUMOylation pathway: yeast Mot1-301 growth rescue; S. cerevisiae Mot1-301 growth rescue, ATP luminescence, 38.5C; percent above DMSO median, 100 means doubled; growth rescue, % at 18.8 µM; 320,000 compounds, 1% hits; AID 2716;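 active means every valid replicate shows activation above 250% relative to neutral control wells; inactive means the rest, any valid replicate at or below 250%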;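 further: OY570 slx delta 5 strain wells were the positive control but not used for scaling; some compounds called inactive have numbers as strong as hits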
HTR5A inv ctr: inverse agonist of human HTR5A in OPRM1-OPRD1 counter-screen | P47898 | HTR5A cell line, luminescence, inverse agonism | inhibition, % at 9.3 µM | 340,000 compounds, 0.083% hits | AID 504634; in the data active means inhibition mostly above about 23%, no sharp cut-off; inactive means mostly below about 18%;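 further: 0% = cells with DMSO and 100% = no-cell wells with DMSO; some compounds called inactive have numbers as strong as hits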
Target sequence (P47898 whole entry, looked up): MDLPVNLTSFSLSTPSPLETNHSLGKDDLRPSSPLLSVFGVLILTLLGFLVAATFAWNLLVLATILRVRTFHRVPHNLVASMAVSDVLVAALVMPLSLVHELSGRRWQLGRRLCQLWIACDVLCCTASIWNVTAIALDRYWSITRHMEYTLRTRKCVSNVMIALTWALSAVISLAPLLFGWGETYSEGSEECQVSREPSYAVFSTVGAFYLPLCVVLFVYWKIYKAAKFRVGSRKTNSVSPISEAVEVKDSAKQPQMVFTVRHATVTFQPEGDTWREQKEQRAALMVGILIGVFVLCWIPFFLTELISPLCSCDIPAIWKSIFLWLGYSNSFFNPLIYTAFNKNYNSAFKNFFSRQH
MOR-DOR inv ag: mu-delta opioid heterodimer inverse agonism. P35372+P41143. cell-based MOR-DOR heterodimer luminescence. inhibition, % at 9.3 µM. 340,000 compounds, 0.21% hits. AID 504357; in the data active means inhibition above about 22%, passing the limit was not always enough;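 further: 0% = cells with DMSO and 100% = wells without cells with DMSO; values of inactives mirror those of a sister screen read the other way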
Active calls of the source: *. Hits appear at their usual frequency; any-hit rate near 2.2%.

How did COc1ccc(Cn2nnnc2CN2CCCCCC2)cc1 do in these assays?
phage Ecoli inh: 1.6; PKA-R1A act: 9; AddAB inh: 2.5; MOR-DOR ag: 1.4; PfHsp90 set2: -6; Tat transport: 3; E coli growth: 0.8; PKA-R2B act: -15; SUMO Mot1 rescue: -7; HTR5A inv ctr: -1; MOR-DOR inv ag: -10

Results for O=C(O)CC1SC(=Nc2ccc(O)cc2)NC1=O (stereo unspecified) ?
phage Ecoli inh: 2.4; PKA-R1A act: -12; AddAB inh: -0.2; MOR-DOR ag: -2.5; PfHsp90 set2: 16; Tat transport: -3; E coli growth: -0.3; PKA-R2B act: 0; SUMO Mot1 rescue: 111; HTR5A inv ctr: -28; MOR-DOR inv ag: 14

How did Fc1ccc(-c2cc(-c3cccs3)cc(-c3ccccc3)n2)cc1 do in these assays?
phage Ecoli inh: -1.8; PKA-R1A act: -2; AddAB inh: -2.3; MOR-DOR ag: 3.5; PfHsp90 set2: -6; Tat transport: 2; E coli growth: -1.9; PKA-R2B act: -4; SUMO Mot1 rescue: -8; HTR5A inv ctr: -8; MOR-DOR inv ag: -18

How did Cc1cccc(NC(=O)CN(C)S(=O)(=O)c2cccc3cccnc23)c1 do in these assays?
phage Ecoli inh: 3.6; PKA-R1A act: 7; AddAB inh: 4.0; MOR-DOR ag: -1.3; PfHsp90 set2: 7; Tat transport: 7; E coli growth: -1.5; PKA-R2B act: -3; SUMO Mot1 rescue: 177; HTR5A inv ctr: -10; MOR-DOR inv ag: 7

What do the screens show for `Brc1cc2ccccc2[n+](Cc2ccccc2)c1`?
phage Ecoli inh: 0.8; PKA-R1A act: 2; AddAB inh: 1.2; MOR-DOR ag: -2.1; PfHsp90 set2: 15; Tat transport: -2; E coli growth: -1.0; PKA-R2B act: 7; SUMO Mot1 rescue: -8; HTR5A inv ctr: -9; MOR-DOR inv ag: 12

How did O=C(/C=C/c1ccc(Cl)c([N+](=O)[O-])c1)Nc1ccc(NC(=O)c2ccco2)cc1 do in these assays?
phage Ecoli inh: 3.0; PKA-R1A act: 2; MOR-DOR ag: 5.3; PfHsp90 set2: 7; Tat transport: 3; PKA-R2B act: -17; HTR5A inv ctr: -4; MOR-DOR inv ag: -38

How did O=S(=O)(N[C@H](CO)c1ccccc1)c1ccc(Br)cc1F do in these assays?
phage Ecoli inh: 3.2; PKA-R1A act: 3; AddAB inh: 2.7; MOR-DOR ag: -1.2; PfHsp90 set2: 5; Tat transport: -5; E coli growth: 3.4; PKA-R2B act: -2; HTR5A inv ctr: 7; MOR-DOR inv ag: 6

Results for Cc1ccc(C)c(NC(=O)COC(=O)c2ccc3c(c2)OCO3)c1 ?
phage Ecoli inh: 2.0; PKA-R1A act: -1; AddAB inh: 0.7; MOR-DOR ag: -2.0; PfHsp90 set2: -9; Tat transport: 10; E coli growth: -0.4; PKA-R2B act: -3; SUMO Mot1 rescue: 975*; HTR5A inv ctr: 3; MOR-DOR inv ag: 10

What do the screens show for `COc1ccc(-n2ncc3c(=O)n(CC(=O)N4c5ccccc5CC4C)cnc32)cc1` (stereo unspecified)?
phage Ecoli inh: -0.5; PKA-R1A act: 4; AddAB inh: 0.2; MOR-DOR ag: 0.2; PfHsp90 set2: 12; Tat transport: 1; E coli growth: 2.2; PKA-R2B act: 1; SUMO Mot1 rescue: 34; HTR5A inv ctr: -22; MOR-DOR inv ag: -1

How did CCOC(=O)c1c(C)[nH]c(C(=O)COC(=O)c2cccnc2Cl)c1C do in these assays?
phage Ecoli inh: 4.2; PKA-R1A act: -7; AddAB inh: 1.9; MOR-DOR ag: 0.5; PfHsp90 set2: -10; Tat transport: -5; E coli growth: 0.4; PKA-R2B act: 5; SUMO Mot1 rescue: 32; HTR5A inv ctr: -3; MOR-DOR inv ag: -3

What do the screens show for `CCN1C(=O)c2cccc3c(S(=O)(=O)N(C(=O)c4ccncc4)c4ccc(OC)cc4)ccc1c23`?
phage Ecoli inh: 1.9; PKA-R1A act: 1; AddAB inh: 0.2; MOR-DOR ag: -0.4; PfHsp90 set2: -64; Tat transport: 1; E coli growth: -1.9; PKA-R2B act: 2; SUMO Mot1 rescue: 9; HTR5A inv ctr: -16; MOR-DOR inv ag: 2

What do the screens show for `O=C(NCCc1ccc2c(c1)OCCO2)c1cc(S(=O)(=O)N2CCCC2)ccc1Br`?
phage Ecoli inh: 0.9; PKA-R1A act: -2; MOR-DOR ag: -1.5; PfHsp90 set2: 7; Tat transport: -5; PKA-R2B act: -8; HTR5A inv ctr: -23; MOR-DOR inv ag: 6

Results for Cc1ccc(NC(=S)N(CCCN2CCOCC2)Cc2cccnc2)cc1C ?
phage Ecoli inh: 1.4; PKA-R1A act: -8; AddAB inh: 4.8; MOR-DOR ag: -2.2; Tat transport: -7; E coli growth: -1.8; PKA-R2B act: 2; SUMO Mot1 rescue: -1; HTR5A inv ctr: -12; MOR-DOR inv ag: 11

What do the screens show for `O=C(Nc1nc(-c2cccs2)cs1)C1=COCCO1`?
phage Ecoli inh: 3.1; PKA-R1A act: -14; AddAB inh: 2.0; MOR-DOR ag: 0.8; PfHsp90 set2: -21; Tat transport: -10; E coli growth: -1.7; PKA-R2B act: -14; SUMO Mot1 rescue: 21; HTR5A inv ctr: 2; MOR-DOR inv ag: -5

What do the screens show for `N#Cc1ccsc1NC(=O)c1cccc([N+](=O)[O-])c1`?
phage Ecoli inh: 0.1; PKA-R1A act: -12; AddAB inh: -1.2; MOR-DOR ag: -0.7; PfHsp90 set2: 7; Tat transport: -9; E coli growth: -0.9; PKA-R2B act: -2; SUMO Mot1 rescue: -17; HTR5A inv ctr: 24; MOR-DOR inv ag: 3

Results for Cc1ccc(-n2c(O)cnc2Nc2nc(C)cc(C)n2)cc1 ?
phage Ecoli inh: 1.1; PKA-R1A act: -8; AddAB inh: -0.1; MOR-DOR ag: -1.1; PfHsp90 set2: -1; Tat transport: 3; E coli growth: 1.1; PKA-R2B act: -1; SUMO Mot1 rescue: -9; HTR5A inv ctr: -30; MOR-DOR inv ag: 6

What do the screens show for `CCOc1ccc(S(=O)(=O)N2CCCC(C(=O)NCc3cccnc3)C2)cc1C` (stereo unspecified)?
phage Ecoli inh: -0.1; PKA-R1A act: -2; AddAB inh: -0.7; MOR-DOR ag: 1.0; PfHsp90 set2: 11; Tat transport: 7; E coli growth: -2.8; PKA-R2B act: 0; SUMO Mot1 rescue: -4; HTR5A inv ctr: -1; MOR-DOR inv ag: -8

What do the screens show for `CCN(C(=O)Cn1nnc(-c2ccccc2)n1)C1CCS(=O)(=O)C1` (stereo unspecified)?
phage Ecoli inh: 5.4; PKA-R1A act: -4; AddAB inh: 1.9; MOR-DOR ag: 0.2; PfHsp90 set2: -6; Tat transport: 2; E coli growth: 0.3; PKA-R2B act: 5; SUMO Mot1 rescue: -14; HTR5A inv ctr: -22; MOR-DOR inv ag: -2

What do the screens show for `Nc1cccc(C(=O)Nc2cccc3ncccc23)c1`?
phage Ecoli inh: -0.2; PKA-R1A act: -1; AddAB inh: 3.6; MOR-DOR ag: -1.9; PfHsp90 set2: 2; Tat transport: 2; E coli growth: 0.5; PKA-R2B act: -8; SUMO Mot1 rescue: 351; HTR5A inv ctr: -19; MOR-DOR inv ag: 9

Results for CS(=O)(=O)Nc1ccccc1C(=O)NCCSc1ccc(Cl)cc1 ?
phage Ecoli inh: 0.1; PKA-R1A act: -4; MOR-DOR ag: 0.3; PfHsp90 set2: 3; Tat transport: -6; PKA-R2B act: 15; SUMO Mot1 rescue: -21; HTR5A inv ctr: 11; MOR-DOR inv ag: -1

Results for O=C(O)/C=C/c1ccc2ccccc2n1 ?
phage Ecoli inh: 2.1; PKA-R1A act: 9; AddAB inh: 3.0; MOR-DOR ag: -0.7; PfHsp90 set2: -9; Tat transport: 0; E coli growth: -0.6; PKA-R2B act: 1; SUMO Mot1 rescue: 7; HTR5A inv ctr: -3; MOR-DOR inv ag: 4

Results for O=c1cc(CSc2nnc(COc3ccc(Cl)cc3)o2)c2ccccc2[nH]1 ?
phage Ecoli inh: 4.3; PKA-R1A act: 1; AddAB inh: 3.4; MOR-DOR ag: -0.9; PfHsp90 set2: -10; Tat transport: -3; E coli growth: 0.4; PKA-R2B act: 1; SUMO Mot1 rescue: 42; HTR5A inv ctr: 4; MOR-DOR inv ag: 6

Results for Cc1cc(C)nc(N/N=C/c2ccc([N+](=O)[O-])o2)n1 ?
phage Ecoli inh: 4.6; PKA-R1A act: 2; AddAB inh: 2.7; MOR-DOR ag: 1.9; PfHsp90 set2: -27; Tat transport: 0; E coli growth: 2.4; PKA-R2B act: 4; SUMO Mot1 rescue: -8; HTR5A inv ctr: -20; MOR-DOR inv ag: -9

Results for CCn1c(CCc2nc3ccccc3[nH]2)n[nH]c1=S ?
phage Ecoli inh: 4.1; PKA-R1A act: 12; AddAB inh: -0.5; MOR-DOR ag: -1.4; PfHsp90 set2: 9; Tat transport: -8; E coli growth: 2.3; PKA-R2B act: -2; SUMO Mot1 rescue: 6; HTR5A inv ctr: 12; MOR-DOR inv ag: 7

Results for CCOCC(=O)Nc1cc(-c2cn3cccnc3n2)ccc1C ?
PKA-R1A act: 10; AddAB inh: -0.3; MOR-DOR ag: -0.1; PfHsp90 set2: -11; Tat transport: -6; E coli growth: -1.0; PKA-R2B act: 6; SUMO Mot1 rescue: 9; HTR5A inv ctr: 10; MOR-DOR inv ag: 0

How did Cc1cc(C(=O)CSc2n[nH]c(N)n2)c(C)n1-c1ccc(F)cc1 do in these assays?
phage Ecoli inh: 1.1; PKA-R1A act: -4; AddAB inh: 2.2; MOR-DOR ag: -3.2; Tat transport: 6; E coli growth: 1.4; PKA-R2B act: 2; SUMO Mot1 rescue: -4; HTR5A inv ctr: 22; MOR-DOR inv ag: 15

How did COCCSc1ccccc1C(=O)Nc1ccncc1 do in these assays?
phage Ecoli inh: 1.9; PKA-R1A act: 4; AddAB inh: 3.0; MOR-DOR ag: -0.9; PfHsp90 set2: 0; Tat transport: 0; E coli growth: 2.2; PKA-R2B act: -12; SUMO Mot1 rescue: 6; HTR5A inv ctr: -1; MOR-DOR inv ag: 5

How did Cc1cc2c(c(=O)n1CCc1ccccc1)C(C(C)C)C(C#N)=C(N)O2 (stereo unspecified) do in these assays?
phage Ecoli inh: 0.1; PKA-R1A act: -5; AddAB inh: 0.2; MOR-DOR ag: -2.2; PfHsp90 set2: 12; Tat transport: -2; E coli growth: 2.8; PKA-R2B act: -13; SUMO Mot1 rescue: -1; HTR5A inv ctr: -9; MOR-DOR inv ag: 14
